S100A4 MyoIIA: S100A4-myosin IIA interaction inhibition | P26447 | S100A4/TAMRA-MyoIIA peptide fluorescence polarization | inhibition, % at 10.7 µM | 360,000 tested, 0.14% active;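 active = mean inhibition of at least 70% across replicates, with every replicate also reaching that level; inconclusive = mean inhibition reaches 70% but some replicates fall short; inactive = mean inhibition below 70%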
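Assay system: human S100A4 monomer with TAMRA-labelled myosin IIA peptide / Buffer or medium: Calcium-containing HEPES buffer, pH 7.2 / Reagent: TAMRA-labelled myosin IIA heavy-chain peptide probe, 5 nM / Compound: one dose per compound / Timing: polarization read 5 min after assay mix addition, stable 5–60 min / Benchmarks: neutral control DMSO, positive control TFP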
RAD54 inh: RAD54 (human) branch migration inhibition; 360,000 tested, 0.14% active; Q92698; AID 602329; inhibition, % at 10.4 µM; RAD54 Holliday junction branch migration, FAM/BHQ fluorescence;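 active = mean normalized replicate activity at least 40 and at least half of replicates scoring 40 or more; inconclusive = only one of the two criteria met; inactive = mean below 40 and under half of replicates reaching 40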;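 note: 0% = median of neutral control wells and 100% = median of positive control wells; inhibitors cause a drop in the FAM fluorescence signal; in these data hits start at about 50%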
ERp5 inh: blocks human ERp5 reductase activity on insulin. AID 651711. Q15084. 350,000 tested, 0.05% active. inhibition, % at 9.99 µM. ERp5 insulin aggregation, absorbance 650 nm, 90 min;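 active = mean replicate inhibition above about 25%, with every replicate also reaching it, limit read from the data, passing the limit was not always enough; inconclusive = only one of those two criteria met; inactive = neither criterion met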
RAD52 inh: inhibitors of human RAD52 DNA annealing. 360,000 tested, 0.46% active. recombinant RAD52 DNA annealing, FRET fluorescence. AID 651710. inhibition, % at 18.7 µM;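 active = every replicate showing at least 50% inhibition; inconclusive = mean inhibition at least 50% but not in every replicate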
ERAP1 inh: blocks human ERAP1 aminopeptidase activity; 340,000 tested, 0.15% active; recombinant ERAP1, Leu-AMC fluorescence, 60 min; inhibition, % at 10.7 µM; AID 652197;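 active = mean replicate inhibition of at least 30%, or all replicates individually reaching that 30% level; inactive = mean below 30% and not every replicate reaching it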;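 note: 0% = neutral control wells and 100% = L-leucinethiol positive control wells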
Xi reactivation: X-chromosome reactivation activator | activation, % at 7.58 µM | 360,000 tested, 0.055% active | XiGFP mouse fibroblasts, % GFP-positive cells imaging, 3 d; cells co-treated with 5-aza-dC sensitizer; scaled so ellipticine positive control = 100%;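 active = mean normalized replicate activation at least 10% and every replicate at or above 10%; inconclusive = only one of the two criteria met; inactive = mean below 10% and not all replicates reach 10%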;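 note: 0% = median of on-plate neutral control wells and 100% = ellipticine 6 µM median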
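Assay system: SV40-immortalized XiGFP fibroblast cells, line 68-5-11; buffer or medium: DMEM plus 5-aza-dC sensitizer; compound: one concentration, pinned; timing: compounds 3 days, fix/stain 15 min at room temperature; benchmarks: positive control ellipticine, 6 µM final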
E-selectin induc: induces E-selectin expression in human endothelial cells; HUVEC E-selectin immunofluorescence imaging; normalized: neutral wells 0, TNF-alpha wells 100; 260,000 tested, 0.37% active; activation, % at 7.58 µM;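 active = mean E-selectin-positive cell signal at least 10% of the positive control, reached in at least 60% of replicates, without over 20% cell loss; inconclusive = no rule given, readout overlaps actives, possibly toxicity-flagged; inactive = the rest, including those meeting only one limit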;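 note: in these data hits start at about 27%; measured in HUVEC primary endothelial cells; signal is the percent of cells scored E-selectin positive by PE staining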
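Material: HUVEC primary endothelial cells; Amount: 3,000 cells per well; Dosing: single concentration; Medium: EGM-2 growth medium on 0.1% gelatin-coated wells; Read-out basis: percent E-selectin-positive cells; Signal: immunofluorescence imaging; Control set: TNF-alpha, DMSO.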
esBAF inh: inhibitors of esBAF chromatin remodeling in mouse ES cells; Bmi1-luciferase knock-in reporter, 24 h; 100% = twice the neutral-well signal; reporter increase, % at 12.5 µM; 350,000 tested, 2% active; AID 602393; in the data active = activation above about 40%; inconclusive = no clear call, values can overlap the other calls;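 note: 0% = median of the plate's neutral control wells and 100% = double that signal; a rise in the Bmi1 reporter signal indicates esBAF inhibition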
The depositor's hits bear a star; ? = inconclusive; · = no result given; & = joins results of further samples; ! = a repeat was not active.

SMILES | S100A4 MyoIIA | RAD54 inh | ERp5 inh | RAD52 inh | ERAP1 inh | Xi reactivation | E-selectin induc | esBAF inh
COc1cccc(NC(=O)N[C@@H]2CC[C@@H](CC(=O)NCc3ccncn3)O[C@@H]2CO)c1 | 8 | 3 | -2 | 7 | 0 | 0.0 | 0.0 | 2
COc1ccc(Cc2nc(-c3ccc(-n4cccc4)cc3)no2)cc1 | -25 | -7 | 1 | -21 | 0 | 0.0 | -0.1 | 16
Cn1c(SCC(=O)NC2CCS(=O)(=O)C2)nc2ccccc21 (stereo unspecified) | 3 | -15 | 3 | -15 | 2 | 0.1 | 0.2 | -7
CN(CC(=O)Nc1ccccc1[N+](=O)[O-])Cc1ccc(Br)cc1 | -3 | 7 | 0 | -11 | 3 | 0.3 | 0.8 | -4
C/C(=N\NC(=O)c1ccoc1C)c1ccccc1 | -1 | 2 | -7 | -11 | -1 | 0.0 | · | ·
COc1ccc(CCNC(=O)c2cc3ccccc3oc2=O)cc1 | -1 | -10 | 0 | 6 | -1 | 0.0 | · | 25
O=C(NCc1cccnc1)c1cc(C2CCCCN2S(=O)(=O)c2cccs2)on1 (stereo unspecified) | 3 | -7 | -5 | -8 | 2 | 0.2 | 0.1 | 0
COc1cc(C#Cc2c(-c3cncn3C)n(C)c3ccc(-c4ccc(OC)nc4)cc23)cc(OC)c1 | -1 | 4 | 1 | -11 | -3 | 0.0 | -0.2 | 6
COc1cccc(NC(=O)CNCc2ccccc2)c1 | 12 | 3 | 1 | -13 | -1 | -0.1 | -1.7 | ?
CCc1nc2ccc(C(=O)NCCCN3CCCC3=O)cn2c1N(CC)CCOC | 7 | -4 | 0 | -8 | -2 | 0.2 | 1.5 | -2
COc1ccc2c3c([nH]c2c1)[C@H](CO)N(C(=O)CN(C)C)CC31CN(CC2CCCC2)C1 | 15 | · | -3 | 49 | 1 | 0.1 | -0.4 | ·
CSc1cccc(NC(=O)c2ccc(NC3=NC4CS(=O)(=O)CC4S3)cc2)c1 (stereo unspecified) | -1 | 1 | -12 | -4 | 4 | -0.1 | 0.2 | -1
COc1ccccc1CNC(=O)C(=O)NCC1OCCCN1S(=O)(=O)c1cccs1 (stereo unspecified) | 0 | -6 | 4 | -19 | -3 | 0.1 | 0.1 | -10
COc1cc(CNc2ccc(N3CCN(C(C)=O)CC3)cc2)ccc1OCc1ccccc1 | -3 | · | -4 | -11 | -2 | 0.1 | 2.9 | ·
O=C1Nc2ccccc2SC1c1ccccc1Cl (stereo unspecified) | -2 | -1 | 0 | -5 | 2 | -0.1 | -0.2 | 4
CS(=O)(=O)Nc1cccc2[nH]ncc12 | 4 | · | 1 | -18 | -2 | 0.0 | · | -5
C[C@H]1CCCCO[C@H](CN(C)C)[C@@H](C)CN([C@@H](C)CO)C(=O)c2cc(NS(=O)(=O)c3ccccc3)ccc2O1 | -2 | 7 | -2 | 2 | -1 | 0.0 | -0.1 | -6
CCCCN(CCCC)C(=O)C1(P(=O)(c2ccccc2)c2ccccc2)CCC1 | -1 | -4 | 4 | 0 | · | 0.0 | · | -15
CCNC(=O)C[C@@H]1CC[C@H]2[C@@H](COc3ccc(NC(=O)C4CCOCC4)cc3C(=O)N2C)O1 | 5 | -6 | -2 | 5 | -1 | 0.2 | -0.1 | -2
O=C(C[C@H]1C[C@@H]2c3cc(NC(=O)Cc4ccncc4)ccc3O[C@@H]2[C@H](CO)O1)NCc1ccc(-c2ccccc2)cc1 | -3 | -8 | 4 | 9 | 2 | 0.5 | 0.1 | 6
Cc1ccc(S(=O)(=O)NCC[C@@H]2CC[C@H](NC(=O)c3cccnc3)[C@@H](CO)O2)cc1 | 5 | -7 | 1 | -3 | 3 | 0.3 | 1.1 | 5
Cc1noc(C)c1NC(=O)Nc1ccc2c(c1)C(=O)N([C@@H](C)CO)C[C@H](C)[C@H](CN(C)C(=O)NC1CCCCC1)OCCCC[C@@H](C)O2 | -5 | -3 | 2 | 2 | -1 | -0.3 | 0.5 | 3
CCCN1[C@H](C(=O)N(C)C)[C@@H](CO)[C@@H]2Cn3c(ccc(-c4cccc(F)c4)c3=O)[C@@H]21 | 12 | 4 | 2 | -10 | -2 | 0.7 | 0.1 | -4
COc1cc(C(=O)NCC(=O)N/N=C(C)\C=C\c2ccccc2)cc(OC)c1OC | -10 | · | -2 | -26 | -2 | 0.0 | -1.1 | ·
CN1CCN(S(=O)(=O)c2ccc(Oc3ccc(F)c(Cl)c3)nc2)CC1 | 10 | · | 4 | -5 | -3 | 0.0 | · | ·

Complete entries from above. Values in the order: S100A4 MyoIIA, RAD54 inh, ERp5 inh, RAD52 inh, ERAP1 inh, Xi reactivation, E-selectin induc, esBAF inh
CSc1cccc(NC(=O)c2ccc(NC3=NC4CS(=O)(=O)CC4S3)cc2)c1 (stereo unspecified) across the screens: -1, 1, -12, -4, 4, -0.1, 0.2, -1
Cc1ccc(S(=O)(=O)NCC[C@@H]2CC[C@H](NC(=O)c3cccnc3)[C@@H](CO)O2)cc1 across the screens: 5, -7, 1, -3, 3, 0.3, 1.1, 5
C[C@H]1CCCCO[C@H](CN(C)C)[C@@H](C)CN([C@@H](C)CO)C(=O)c2cc(NS(=O)(=O)c3ccccc3)ccc2O1 across the screens: -2, 7, -2, 2, -1, 0.0, -0.1, -6
COc1ccc(Cc2nc(-c3ccc(-n4cccc4)cc3)no2)cc1 across the screens: -25, -7, 1, -21, 0, 0.0, -0.1, 16
COc1ccccc1CNC(=O)C(=O)NCC1OCCCN1S(=O)(=O)c1cccs1 (stereo unspecified) across the screens: 0, -6, 4, -19, -3, 0.1, 0.1, -10

(listing goes on)
SMILES | S100A4 MyoIIA | RAD54 inh | ERp5 inh | RAD52 inh | ERAP1 inh | Xi reactivation | E-selectin induc | esBAF inh
CC(C)NC(=O)N[C@@H]1CC[C@H](CCNS(=O)(=O)c2ccc(Cl)cc2)O[C@@H]1CO | -2 | -5 | -1 | -2 | -3 | -0.7 | 0.1 | 1
COc1ccc(NC(=O)CCCC2CCCCC2)cc1S(=O)(=O)N1CCCCC1 | -1 | · | 16 | -2 | 4 | 0.3 | 0.0 | ·
N#C[C@@H]1[C@@H](c2ccc(-c3cccc(F)c3)cc2)[C@@H](CO)N1C(=O)NC1CCCC1 | -6 | 3 | 3 | -65 | -1 | 0.0 | -0.4 | -2
COCCNC(=O)C1CCCN(Cc2ccc(Cl)cc2)CC1 (stereo unspecified) | 0 | -2 | -3 | 1 | 1 | -0.1 | · | -8
C[C@@H]1CN([C@@H](C)CO)S(=O)(=O)c2ccc(-c3cccc(C#N)c3)cc2O[C@@H]1CN(C)C(=O)c1ccc(F)cc1 | 131*! | -6&6&-1 | -1&-1&-4 | 0&16&2 | 1&-3&-6 | 0.2&-1.0 | -0.1&0.0 | -4&-5&-2
CCCC(C)C(=O)OCC(=O)NCc1ccc(OC)c(OC)c1 (stereo unspecified) | -2 | · | -7 | -19 | 7 | 0.0 | 2.0 | ·
COc1ccccc1CNc1nc(C)c(C(=O)N(C)C)s1 | -2 | 11 | 0 | 2 | -1 | 0.1 | · | 2
COc1cc(C(=O)NC2=NCCS2)cc(OC)c1OC | 2 | -4 | 0 | -5 | 1 | · | · | -6
O=C(C[n+]1cc(-c2ccc(F)cc2)n2c1CCC2)c1cccs1 | -6 | 4 | 1 | -6 | · | 0.0 | · | 46*
Cn1c(NC(=O)c2cccs2)cc(=O)n(C)c1=O | -1 | 4 | -3 | 3 | 5 | -0.1 | 0.1 | -8
COc1ccc(NC(=O)Nc2ccc3c(c2)CC(=O)N([C@@H](C)CO)C[C@@H](C)[C@H](CN(C)C(=O)Nc2c(C)noc2C)O3)cc1 | · | -3 | · | · | · | -0.1 | 0.2 | 4
COc1cccc(-c2ccc3c(c2)[C@H]2[C@H](CCN2S(=O)(=O)c2ccccc2C)[C@@H](CO)N3C)c1 | · | 1 | · | · | · | -0.1 | -0.9 | 0
COCC(=O)Nc1ccc2c(c1)OC[C@H](C)NC[C@H](C)[C@@H](OC)CN(C)C2=O | -6 | · | 2 | 9 | -1 | 0.4 | -0.1 | ·
O=C(CCC(=O)c1ccccc1)NC1CCCN(Cc2ccccc2F)C1 (stereo unspecified) | -7 | 4 | -4 | -11 | 1 | -0.1 | 0.8 | -5
C[C@@H](NC(=O)[C@@H]1[C@@H](CO)[C@@H]2Cn3c(ccc(-c4ccncc4)c3=O)[C@H]1N2C)c1ccccc1 | -3 | -4 | 11 | -15 | -1 | 0.2 | -0.5 | -3
CC(C)c1ccc(N(CCc2ccccn2)C(=O)C(C)(C)C)cc1 | 1 | · | -5 | -4 | -1 | 0.3 | · | ·
CCC(=O)N1CC[C@@H]2[C@H]1c1cc(-c3ccc(F)cc3)ccc1N(C)[C@H]2CO | -1 | 3 | -5 | -13 | -1 | 0.1 | 0.3 | 4
CC1(C)CC(=O)c2c(O)cc(OCC(=O)N3CCN(c4ccccc4)CC3)cc2O1 | -6 | -8 | -4 | -4 | -1 | · | · | -1
COc1ccc(S(=O)(=O)N[C@H]2C=C[C@@H](CC(=O)N3CCC(Cc4ccccc4)CC3)O[C@H]2CO)cc1 | 2 | -8 | -4 | -18 | 4 | 0.3 | -0.2 | -3
Cc1cccc(NC(=O)CN(C)S(=O)(=O)c2cccs2)c1 | -8 | -6 | -1 | -21 | -1 | · | · | 28
CCCC(=O)N1CC(=O)Nc2ccc(C)cc2C1c1ccc(F)cc1 (stereo unspecified) | 36 | -13 | 6 | -4 | 5 | 0.0 | 1.3 | 8
CCCOc1ccc(C(=O)CCC(=O)OCC(=O)N(CC)c2c(N)n(Cc3ccccc3)c(=O)[nH]c2=O)cc1 | 1 | -1 | -4 | -23 | 3 | 0.1 | · | 8
CCCOc1ccc(Oc2nc(-c3ccncc3)nc3ccccc23)cc1 | 9 | -2 | -6 | -15 | -3 | ? | 0.9 | ·
Cc1noc(C)c1NC(=O)N(C)C[C@@H]1OCCCC[C@H](C)Oc2ccc(NS(=O)(=O)c3ccc(F)cc3)cc2C(=O)N([C@@H](C)CO)C[C@@H]1C | -4 | -7 | -3 | 13 | -3 | 0.0 | 0.0 | 2
CN(C)C(=O)[C@@H]1[C@@H](CO)[C@@H]2Cn3c(ccc(-c4ccccc4)c3=O)[C@@H]2N1Cc1ccccc1 | 14 | -8 | 8 | 0 | -3 | 0.7 | -1.8 | -3
CCOC(=O)c1c(NC(=O)Cc2cccs2)sc(C)c1C | 0 | -1 | -1 | -8 | -4 | · | · | -6
CCN1CCN(Cc2ccc(NC(=O)c3ccc(C)c(NC(=O)C[C@@H]4NC(=O)[C@H](Cc5ccccc5)NC4=O)c3)cc2C(F)(F)F)CC1 | 7&-20 | -9&-2 | -1&3 | -5&-43 | -2&16 | -0.1&0.2 | -0.1&0.0 | 1&2

Screens from PubChem BioAssay.
